VP16 counter – VP16 counterscreen qHTS for inhibitors of ROR gamma transcriptional activity; Drosophila S2 Gal4-VP16 UAS-luciferase, luminescence, 20 h; Potency, µM (highest dose often 53.6 µM), inactives show at the highest dose activity, negative = inhibition, most hits filed as inhibitors; 3.5% of 310,000 active; AID 2546, 2010;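 further: Gal4-VP16 expression switched on by copper sulfate through the metallothionein promoter; potency means the concentration at half of the fitted maximal effect; on the % scale 0 is the no-effect control and ±100 the full control effect; nearly all actives have a fitted effect of over 50% in size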
TRPV1 agonist – HTS Assay for Compounds that Act as Agonists of the Vanilloid Receptor 1; Transient receptor potential cation channel subfamily V member 1 (Homo sapiens), Q8NER1; TRPV1-expressing cells, Fluo-8 calcium influx, agonist mode; activation, % at 8.33 µM; 0.19% of 320,000 active; in the data active means activation above about 80%; inconclusive means between about 30% and that limit; further: 0% is about no effect
Target sequence (Q8NER1 whole entry, looked up): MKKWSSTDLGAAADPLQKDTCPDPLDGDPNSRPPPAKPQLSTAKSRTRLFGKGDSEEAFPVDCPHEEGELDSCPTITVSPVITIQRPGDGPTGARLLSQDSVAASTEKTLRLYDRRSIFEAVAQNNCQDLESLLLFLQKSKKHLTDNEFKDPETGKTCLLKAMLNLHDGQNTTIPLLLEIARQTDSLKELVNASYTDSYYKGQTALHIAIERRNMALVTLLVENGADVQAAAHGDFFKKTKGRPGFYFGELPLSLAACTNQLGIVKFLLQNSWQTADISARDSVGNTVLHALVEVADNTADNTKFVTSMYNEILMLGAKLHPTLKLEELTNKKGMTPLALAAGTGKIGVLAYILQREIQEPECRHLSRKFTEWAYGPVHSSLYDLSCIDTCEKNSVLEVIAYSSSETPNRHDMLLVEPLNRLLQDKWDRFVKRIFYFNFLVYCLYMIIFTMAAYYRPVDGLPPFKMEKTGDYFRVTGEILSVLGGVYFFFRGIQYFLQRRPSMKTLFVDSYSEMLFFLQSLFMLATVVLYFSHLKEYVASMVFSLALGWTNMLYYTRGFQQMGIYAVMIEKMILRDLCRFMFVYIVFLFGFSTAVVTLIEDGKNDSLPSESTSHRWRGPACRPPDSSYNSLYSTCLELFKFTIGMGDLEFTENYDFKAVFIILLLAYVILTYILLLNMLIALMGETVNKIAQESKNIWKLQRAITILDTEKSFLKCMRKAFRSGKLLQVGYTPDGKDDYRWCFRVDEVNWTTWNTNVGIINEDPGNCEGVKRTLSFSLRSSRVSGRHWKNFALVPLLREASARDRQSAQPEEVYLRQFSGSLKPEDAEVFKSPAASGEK
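Cells expressing TRPV1 were dye-loaded with Fluo-8 and read kinetically: 10 s baseline, 3 min after compound (agonist portion), then 2 min after EC20 capsaicin (allosteric enhancer portion). Calcium-bound dye fluorescence at 480/520 nm.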
Tb PFK inh – qHTS Assay to Find Inhibitors of T. brucei phosphofructokinase | Potency, µM (highest dose often 57.5 µM), for inactives: at the top dose activity, negative = inhibition, actives largely listed as inhibitors | 0.17% of 330,000 active | T. brucei PFK, ADP-Glo luminescence | ATP-dependent 6-phosphofructokinase (Trypanosoma brucei brucei), O15648;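 further: potency means the concentration at half of the fitted maximal effect; 0% = uninhibited 1x PFK enzyme wells and -100% = no-enzyme wells; nearly all actives have a fitted effect of over 60% in size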
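Compounds were pin-transferred as a titration series up to 57 uM into substrate buffer (0.5 mM F6P, 0.1 mM ATP, pH 8.0), then 1.25 nM PFK was added and reactions ran 45 min before ADP-Glo detection.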
RORg inh – qHTS for inhibitors of ROR gamma transcriptional activity | Nuclear receptor ROR-gamma (Mus musculus), P51450 | Drosophila S2 Gal4-RORgamma UAS-luciferase reporter, 20 h | Potency, µM (doses to about 53.6 µM), for inactives: top-dose activity change, negative = inhibition, usual class: inhibitors | 5.4% of 310,000 active; further: potency means the concentration at half of the fitted maximal effect; on the % scale 0 is the no-effect control and ±100 the full control effect; nearly all actives have a fitted effect of over 60% in size
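A Gal4/UAS one-hybrid system in insect cells: metallothionein-promoter Gal4–ROR gamma fusion plus Photinus luciferase reporter. Copper sulfate 700 uM final, 20 hr ambient incubation, luminescent detection after 10 min with reagent.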
NPC1 promoter act – qHTS Assay for NPC1 Promoter Activators | Huh7 NPC1 promoter luciferase reporter, 24 h | Potency, µM (doses to about 9.22 µM), for inactives: top-dose activation, hits mostly activators | 2.4% of 320,000 active;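 further: potency means the concentration at half of the fitted maximal effect; % of control where 0% means no effect; nearly all actives have a fitted effect of over 60% in size; reporter is driven by a mutant NPC1 promoter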
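Huh7 cells stably carrying NPC1 promoter–luciferase, plated in Opti-MEM with 10% FBS for 2 h, were exposed to compound in DMSO for 24 h at 37 °C; luciferase reagent was added for 10 min and luminescence read.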
Rab9 prom act – qHTS Assay for Rab9 Promoter Activators. AID 485297, 2010. 2.8% of 320,000 active. Huh7 Rab9 promoter-luciferase reporter, luminescence, 24 h. Potency, µM (doses to about 9.22 µM), inactives show at the top dose activation, negative = inhibition, usual class: activators; further: potency means the concentration at half of the fitted maximal effect; % of control where 0% means no effect; nearly all actives have a fitted effect of over 60% in size
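Luminescence read-out: Huh7 cells stably expressing Rab9-luciferase, treated 24 h with compound at 37 °C, then lysed with luciferase reagent for 10 min at ambient before reading.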
p53 reactivation – qHTS assay for re-activators of p53 using a Luc reporter. H1299 p53-A138V BP100-luciferase reporter, luminescence, 24 h. Potency, µM (top dose mostly 92.2 µM), without a hit: at the top dose activity change, positive = activation, most hits filed as activators. 0.063% of 320,000 active. AID 504706, 2011; further: potency means the concentration at half of the fitted maximal effect; % of control where 0% means no effect; nearly all actives have a fitted effect of over 45% in size
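H1299 (p53-null), stable ts p53-A138V + BP100-Luc; 1000 cells/well, Opti-MEM/10% FBS; cpd 4 pt, 1:5; 24 h, 37 deg C, 5% CO2; detection reagent 10 min RT; luminescence.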
BRCA1 expr up – qHTS Assay to Identify Small Molecule Activators of BRCA1 Expression; MCF7-BRCA1-FFLuc reporter, luminescence, 48 h; response scale: scaled: vehicle 0%, 10 µM genistein 100%; Potency, µM (titrated, usually from 46.1 µM), inactives show top-dose activation, most hits filed as activators; 1.1% of 380,000 active; AID 624202, 2012; further: potency means the concentration at half of the fitted maximal effect; nearly all actives have a fitted effect of over 80% in size; some results filed as inactive show a strong effect at the top dose
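48 h compound treatment of MCF7-BRCA1-FFLuc cells (phenol-red free MEM, 37 °C), then 15 min with luciferase substrate and luminescence imaging.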
ELG1 genotoxic – qHTS screen for small molecules that induce genotoxicity in human embryonic kidney (HEK293T) cells expressing luciferase-tagged ELG1 | HEK293T ELG1-luciferase reporter, luminescence, 16 h | Potency, µM (top dose mostly 46 µM), for inactives: at the top dose activity change, positive = activation, hits mostly activators | 1.3% of 330,000 active | AID 504466, 2011; further: potency means the concentration at half of the fitted maximal effect; % of control where 0% means no effect; nearly all actives have a fitted effect of over 60% in size
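Reporter readout depends on ELG1 protein level, which increases with genetic stress. After 16 hr compound exposure at 37 °C, luciferase activity was quantified using ONE-Glo.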
ELG1 DNA repair – qHTS screen for small molecules that inhibit ELG1-dependent DNA repair in human embryonic kidney (HEK293T) cells expressing luciferase-tagged ELG1; HEK293T ELG1-luciferase reporter, luminescence, 16 h; DNA damage induced by 5-fluorouridine; Potency, µM (series often up to 46.1 µM), for the others: at the top dose activity change, negative = inhibition, usual class: inhibitors; 2.3% of 330,000 active; AID 504467, 2011; further: potency means the concentration at half of the fitted maximal effect; on the % scale 0 is the no-effect control and ±100 the full control effect; nearly all actives have a fitted effect of over 55% in size
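5-Fluorouridine DNA damage + compound/DMSO, 2,000 cells/well, 16 h, 37 °C/5% CO2. ONE-Glo, 30 min RT, luminescence. Readout = decrease in reporter signal.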
FLuc counter – qHTS profiling assay for firefly luciferase inhibitor/activator using purifed enzyme and Km concentrations of substrates (counterscreen for miR-21 project); Luciferin 4-monooxygenase (Photinus pyralis), P08659; purified FLuc, Km substrates, luminescence inhibition; Potency, µM (series often up to 57.5 µM), for the others: top-dose activity change, negative = inhibition, actives largely listed as inhibitors; 6.9% of 360,000 active;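 further: potency means the concentration at half of the fitted maximal effect; plate controls were vehicle for no effect and reference inhibitor for full effect; nearly all actives have a fitted effect of over 55% in size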
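Biochemical qHTS of compounds, final roughly 60 µM downward over six points, against 10 nM purified firefly luciferase using Km concentrations of substrates (10 uM D-luciferin, 10 uM ATP) in Tris acetate pH 7.5 buffer; luminescence output.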
Numbers without * were called inactive; & = joins results of further samples. Unless noted, the call rests on the fitted dose curve; in most records, active means well fitted curve in the direction sought with a large enough effect; inconclusive means small, poorly fitted or top-dose-only effect, or another doubt; inactive means no such curve, though single readings can be large; an effect the other way counts as inactive or inconclusive.

How did Cc1ccc(SCC(=O)NNC(=O)c2ccc(S(C)(=O)=O)cc2)cc1 do in these assays?
VP16 counter: -13.0%; TRPV1 agonist: 0.2; Tb PFK inh: 4.1%; RORg inh: -5.7%; NPC1 promoter act: -4.4%; Rab9 prom act: 0.4%; p53 reactivation: 0.8%; BRCA1 expr up: -0.3%; ELG1 genotoxic: 11.0%; ELG1 DNA repair: -1.7%; FLuc counter: -2.0%

How did O=C(NCCCCNC(=O)c1ccc(Br)cc1)c1ccc(Br)cc1 do in these assays?
VP16 counter: 6.1%; TRPV1 agonist: -0.7; Tb PFK inh: 2.8%; RORg inh: 13.4%; NPC1 promoter act: -4.6%; Rab9 prom act: 10.2%; p53 reactivation: 1.5%; BRCA1 expr up: 21.1%; ELG1 genotoxic: 14.4%; ELG1 DNA repair: 7.0%; FLuc counter: 5.2%

How did O=C(N[C@H]1CCC(=O)N(CCSc2ccc(Br)cc2)CC1)OCc1ccccc1 do in these assays?
TRPV1 agonist: 21.5; Tb PFK inh: -0.2%; NPC1 promoter act: 0.3%; Rab9 prom act: -1.3%; p53 reactivation: 1.4%; BRCA1 expr up: -25.3%; ELG1 genotoxic: -4.5%; ELG1 DNA repair: inconclusive; FLuc counter: 3.6%

What do the screens show for `Cc1cc(C(=O)CSc2n[nH]c(N)n2)c(C)n1C1CC1`?
VP16 counter: 11.8%; TRPV1 agonist: -1.1; Tb PFK inh: 0.4%; RORg inh: 6.2%; NPC1 promoter act: 12.4%; Rab9 prom act: 26.7%; p53 reactivation: 21.8%; BRCA1 expr up: 3.3%; ELG1 genotoxic: 4.0%; ELG1 DNA repair: 27.7%; FLuc counter: -19.5%

How did Cc1onc(-c2ccccc2)c1C(=O)OCCOc1cccc(Cl)c1 do in these assays?
VP16 counter: -1.2%; TRPV1 agonist: 18.5; Tb PFK inh: -6.6%; RORg inh: 76.6%; NPC1 promoter act: -15.4%; Rab9 prom act: -8.8%; p53 reactivation: -14.8%; BRCA1 expr up: -28.3%; ELG1 genotoxic: -7.8%; ELG1 DNA repair: -15.4%; FLuc counter: 3.3%

How did O=C(NCc1ccc2c(c1)OCO2)c1c(O)nc2sccn2c1=O do in these assays?
TRPV1 agonist: -4.3; Tb PFK inh: -1.1%; NPC1 promoter act: 0.1%; Rab9 prom act: 7.0%; p53 reactivation: -0.3%; BRCA1 expr up: -24.5%; ELG1 genotoxic: 0.1%; ELG1 DNA repair: 5.5%; FLuc counter: -7.8%

What do the screens show for `CCOC(=O)N1CCN(Cc2ccc3c(c2)OCO3)CC1`?
VP16 counter: 0.6%; TRPV1 agonist: -0.1; Tb PFK inh: -4.9%; RORg inh: 3.0%; NPC1 promoter act: -1.5%; Rab9 prom act: 2.6%; p53 reactivation: 4.8%; BRCA1 expr up: -6.1%; ELG1 genotoxic: 10.3%; ELG1 DNA repair: inconclusive; FLuc counter: -2.6%

How did Cc1cc(Cl)ccc1NC(=O)C(=O)N/N=C/c1ccc2c(c1)OCO2 do in these assays?
VP16 counter: -0.6%; TRPV1 agonist: -3.0; Tb PFK inh: 2.1%; RORg inh: -6.7%; NPC1 promoter act: -2.1%; Rab9 prom act: -1.8%; p53 reactivation: 0.5%; BRCA1 expr up: -16.2%; ELG1 genotoxic: 3.3%; ELG1 DNA repair: 6.3%; FLuc counter: 0.9%

What do the screens show for `N#C/C(=C1\CCCN1)c1nc(-c2ccccc2)cs1`?
VP16 counter: 18.2%; TRPV1 agonist: 11.8; Tb PFK inh: 1.6%; RORg inh: 0.2%; NPC1 promoter act: 3.6%; Rab9 prom act: 19.2%; p53 reactivation: 21.2%; BRCA1 expr up: 3.0%; ELG1 genotoxic: inconclusive; ELG1 DNA repair: inconclusive; FLuc counter: -15.7%

How did CCOC(=O)c1sc(=NC(=O)c2ccc(OC(C)C)cc2)n(C)c1C do in these assays?
VP16 counter: 1.6%; TRPV1 agonist: -7.9; Tb PFK inh: -1.5%; RORg inh: -2.7%; NPC1 promoter act: -17.9%; Rab9 prom act: 1.1%; p53 reactivation: 2.1%; BRCA1 expr up: -28.4%; ELG1 genotoxic: 4.8%; ELG1 DNA repair: 17.7%; FLuc counter: -3.3%

How did O=C1CCc2cc(S(=O)(=O)N3CCCCC3)cc3c2N1CCC3 do in these assays?
TRPV1 agonist: -1.6; Tb PFK inh: -10.5%; NPC1 promoter act: -0.2%; Rab9 prom act: -2.4%; p53 reactivation: -4.2%; BRCA1 expr up: -31.7%; ELG1 genotoxic: 0.0%; ELG1 DNA repair: inconclusive; FLuc counter: 0.3%

What do the screens show for `O=C1C(=O)N(c2nccs2)C(c2ccccc2F)/C1=C(\O)c1ccc2c(c1)OCCO2` (centres undefined)?
VP16 counter: 4.8%; TRPV1 agonist: -1.4; Tb PFK inh: 0.0%; RORg inh: 1.1%; NPC1 promoter act: -21.6%; Rab9 prom act: -11.4%; p53 reactivation: 4.2%; BRCA1 expr up: -17.1%; ELG1 genotoxic: -3.1%; ELG1 DNA repair: inconclusive; FLuc counter: inconclusive

How did O=C1N(c2ccccc2)C(c2ccccc2)N2CCCN12 (centres undefined) do in these assays?
VP16 counter: 0.8%; TRPV1 agonist: 1.9; Tb PFK inh: -2.0%; RORg inh: -4.2%; NPC1 promoter act: -6.0%; Rab9 prom act: -1.1%; p53 reactivation: -2.3%; BRCA1 expr up: -7.3%; ELG1 genotoxic: 1.8%; ELG1 DNA repair: inconclusive; FLuc counter: 2.2%

Results for CCN(Cc1ccccc1)C(=O)c1cc(-c2ccc(OC)c(OC)c2)nc2ccccc12 ?
VP16 counter: -0.4%; TRPV1 agonist: 6.8; Tb PFK inh: 1.2%; RORg inh: 0.4%; NPC1 promoter act: -3.1%; Rab9 prom act: -3.3%; p53 reactivation: 0.0%; BRCA1 expr up: -56.1%; ELG1 genotoxic: 9.0%; ELG1 DNA repair: 3.6%; FLuc counter: -3.5%

How did O=C(CSc1nnc2scc(-c3ccccc3)n12)NCC1CCCO1 (centres undefined) do in these assays?
VP16 counter: inconclusive; TRPV1 agonist: 0.9; Tb PFK inh: -4.6%; RORg inh: -33.8%; NPC1 promoter act: -0.3%; Rab9 prom act: 0.7%; p53 reactivation: 5.1%; BRCA1 expr up: 1.9%; ELG1 genotoxic: -1.6%; ELG1 DNA repair: 2.3%; FLuc counter: -0.7%

Results for Cc1c(C(=O)N2CCN(c3ccccn3)CC2)sc2ncnc(N3CCOCC3)c12 ?
VP16 counter: -0.1%; TRPV1 agonist: -3.0; Tb PFK inh: -2.2%; RORg inh: -19.0%; NPC1 promoter act: 1.8%; Rab9 prom act: -1.0%; p53 reactivation: -4.3%; BRCA1 expr up: -3.8%; ELG1 genotoxic: -2.6%; ELG1 DNA repair: 0.0%; FLuc counter: 6.2%

What do the screens show for `O=C(COC(=O)CCc1ccc(S(=O)(=O)N2CCOCC2)cc1)Nc1ccc(Cl)cn1`?
VP16 counter: 0.0%&-8.4%; TRPV1 agonist: -0.3&-5.6; Tb PFK inh: 0.0%&6.1%; RORg inh: 13.7%&16.6%; NPC1 promoter act: -1.0%&0.0%; Rab9 prom act: -3.8%&0.1%; p53 reactivation: -19.5%; BRCA1 expr up: 2.9%; ELG1 genotoxic: -0.3%; ELG1 DNA repair: 20.4%; FLuc counter: 1.6%&-1.4%

What do the screens show for `O=C(CN1CCN(S(=O)(=O)c2ccccc2)CC1)Nc1ccc2c(c1)CCC2`?
VP16 counter: -8.1%; TRPV1 agonist: -1.4; Tb PFK inh: -2.7%; RORg inh: 2.4%; NPC1 promoter act: -2.4%; Rab9 prom act: -5.2%; p53 reactivation: -19.0%; BRCA1 expr up: -33.6%; ELG1 genotoxic: -1.5%; ELG1 DNA repair: -62.6%; FLuc counter: -1.3%

Results for COc1ccc(CNS(=O)(=O)c2ccc3c(c2)C(C)(C)C(=O)N3C)cc1 ?
VP16 counter: -5.6%; TRPV1 agonist: 0.5; Tb PFK inh: -6.0%; RORg inh: 4.0%; NPC1 promoter act: -0.1%; Rab9 prom act: -1.1%; p53 reactivation: 16.8%; BRCA1 expr up: -0.4%; ELG1 genotoxic: 2.0%; ELG1 DNA repair: 28.2%; FLuc counter: 3.6%

Assay outcomes (PubChem BioAssay)
